USP2a block: qHTS Assay for Inhibitors of Ubiquitin-specific Protease USP2a Using CHOP2 as the Reporter. Ubiquitin carboxyl-terminal hydrolase 2 (Homo sapiens), O75604. USP2 core, Ub-CHOP2 coupled fluorogenic reporter, 485/531. Potency, µM (top dose mostly 38.3 µM), for inactives: top-dose activity change, negative = inhibition, actives largely listed as inhibitors. actives 0.01% (n = 330,000). AID 463254, 2010;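 also: potency is read from the fitted curve at half-maximal effect; plate controls were DMSO wells for no effect and full inhibition by NEM control for full effect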
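Cell-free coupled assay: 10nM USP2 core preincubated 30min RT with compound in Tris-HCl pH 8.0/CaCl2/CHAPS buffer, then 25nM Ub-CHOP2 and 25nM reporter substrate; fluorescence (Ex 485/Em 531) read after 60min RT, normalized to NEM inhibition, concentration-response curves fitted.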
Integrin act MD: qHTS for Activators of Integrin-Mediated Alleviation for Muscular Dystrophy | alpha7betagal myoblasts, beta-gal FDG fluorescence, 48 h | actives 0.064% (n = 350,000) | Potency, µM (top dose mostly 38.3 µM), for the others: at the highest dose activation, actives largely listed as activators | AID 624291, 2012;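 also: potency is read from the fitted curve at half-maximal effect; 100% = response of the positive control SU9516; nearly all actives have a fitted effect of over 60% in size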
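alpha7betagal+/- myoblasts (passage 13, 250/well) treated 48 h at 37C with compounds at 1:260 dilution of DMSO stock. Lysed, then beta-galactosidase activity read as FDG fluorescence (ex 480/em 540) after 30 min, with pre-read for autofluorescence.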
uPA generation: qHTS for Inhibitors of Cell Surface uPA Generation; actives 0.31% (n = 330,000); cell surface uPA generation assay, qHTS; Potency, µM (series often up to 38.3 µM), without a hit: at the top dose activity change, negative = inhibition, actives largely listed as inhibitors; active = well fitted inhibition curve with a large enough effect; inconclusive = small, poorly fitted or top-dose-only effect; inactive = no such curve, though single readings can be large or run the other way; tested in mouse RAW 264.7 cells; also: potency is read from the fitted curve at half-maximal effect; % is scaled to controls: 0 for no effect and ±100 for the full control effect; nearly all actives have a fitted effect of over 55% in size
TRPV1 agonist: HTS Assay for Compounds that Act as Agonists of the Vanilloid Receptor 1; Transient receptor potential cation channel subfamily V member 1 (Homo sapiens), Q8NER1; TRPV1-expressing cells, Fluo-8 calcium influx, agonist mode; activation, % at 8.33 µM; actives 0.19% (n = 320,000); AID 540275, 2011; in the data active = activation above about 80%; inconclusive = between about 30% and that limit; also: 0% is about no effect
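TRPV1-expressing cells were cultured overnight at 35.5C and loaded with Fluo-8 calcium dye for 40 to 90 min at room temperature. After a 10 s baseline, compound was added and calcium influx was read kinetically for 3 min (ex 480/em 520 nm).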
BRCA1 expr act: qHTS Assay to Identify Small Molecule Activators of BRCA1 Expression; actives 1.1% (n = 380,000); MCF7-BRCA1-FFLuc reporter, luminescence, 48 h; response scale: scaled: vehicle 0%, 10 µM genistein 100%; Potency, µM (doses to about 46.1 µM), inactives show top-dose activation, usual class: activators; also: potency is read from the fitted curve at half-maximal effect; nearly all actives have a fitted effect of over 80% in size; some results filed as inactive show a strong effect at the top dose
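Luminescence from a BRCA1-driven firefly luciferase in MCF7 cells was the read-out, taken 15 min after substrate addition following 48 h compound exposure at 37 °C. Data were normalized to a 10 microM genistein control and DMSO vehicle.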
B2AR arrestin: qHTS assay of beta-arrestin-biased ligands of beta2-adrenergic receptor. Potency, µM (doses to about 46.1 µM), for inactives: at the highest dose activation, usual class: activators. AID 492947, 2010. beta-arrestin recruitment to beta2AR, cell-based reporter. actives 0.02% (n = 330,000);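 also: potency is read from the fitted curve at half-maximal effect; 0% = DMSO controls and full agonism = EC100 isoproterenol or metaproterenol; nearly all actives have a fitted effect of over 65% in size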
Target sequence (P07550 whole entry, looked up): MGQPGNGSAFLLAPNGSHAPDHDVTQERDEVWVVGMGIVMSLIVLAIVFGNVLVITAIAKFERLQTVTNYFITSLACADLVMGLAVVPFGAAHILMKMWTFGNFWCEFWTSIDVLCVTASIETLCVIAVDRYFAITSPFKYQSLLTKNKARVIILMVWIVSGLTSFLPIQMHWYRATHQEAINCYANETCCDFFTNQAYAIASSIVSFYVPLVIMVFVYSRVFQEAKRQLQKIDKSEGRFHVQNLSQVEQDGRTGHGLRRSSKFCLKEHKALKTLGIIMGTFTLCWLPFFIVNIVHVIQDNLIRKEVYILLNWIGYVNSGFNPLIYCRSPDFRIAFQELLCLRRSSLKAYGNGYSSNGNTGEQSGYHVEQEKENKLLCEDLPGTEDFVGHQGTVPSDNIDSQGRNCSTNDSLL
ELG1 genotox: qHTS screen for small molecules that induce genotoxicity in human embryonic kidney (HEK293T) cells expressing luciferase-tagged ELG1; HEK293T ELG1-luciferase reporter, luminescence, 16 h; Potency, µM (highest dose often 46 µM), without a hit: at the highest dose activity change, positive = activation, most hits filed as activators; actives 1.3% (n = 330,000); also: potency is read from the fitted curve at half-maximal effect; % of control where 0% means no effect; nearly all actives have a fitted effect of over 60% in size
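16 hr compound incubation (37 °C, 5% CO2) of HEK293T cells carrying luciferase-tagged ELG1; luciferase then measured by ONE-Glo luminescence after 30 min at RT.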
p53 reactivation: qHTS assay for re-activators of p53 using a Luc reporter. H1299 p53-A138V BP100-luciferase reporter, luminescence, 24 h. Potency, µM (series often up to 92.2 µM), without a hit: at the top dose activity change, positive = activation, actives largely listed as activators. actives 0.063% (n = 320,000); also: potency is read from the fitted curve at half-maximal effect; % of control where 0% means no effect; nearly all actives have a fitted effect of over 45% in size
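H1299 (p53-null), stable ts p53-A138V + BP100-Luc; 1000 cells/well, Opti-MEM/10% FBS; cpd 4 pt, 1:5; 24 h, 37 deg C, 5% CO2; detection reagent 10 min RT; luminescence.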
TSG101-PTAP inh: qHTS Assay for Iinhibitors of HIV-1 Budding by Blocking the Interaction of PTAP/TSG101; Tumor susceptibility gene 101 protein (Homo sapiens), Q99816; Fluorescence polarization, FITC-PTAP peptide / Tsg101 binding; Potency, µM (titrated, usually from 115 µM), without a hit: at the highest dose activity change, negative = inhibition, hits mostly inhibitors; 340,000 tested, under 10 active; AID 493005, 2010; active = well fitted inhibition curve with a large enough effect in the main read-out, with a control signal flat, not every such curve was filed as active; inconclusive = small, poorly fitted or top-dose-only effect, or effect the other way, or a change in a side signal; inactive = no such curve, though single readings can be large or run the other way; also: potency is read from the fitted curve at half-maximal effect; % of control where 0% means no effect
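Fluorescence polarization binding of Tsg101 binding domain (10 uM final) to FITC-labeled PTAP peptide (50 nM final) in HEPES pH 7.5 buffer with NaCl, Tween 20, EDTA, TCEP. Compounds added before peptide; binding 20 min at RT.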
ASM inhibitor: Inhibitors of Secretory Acid Sphingomyelinase (S-ASM): qHTS; Sphingomyelin phosphodiesterase (Homo sapiens), P17405; placental ASM, HMU-PC fluorogenic substrate, 60 min; Potency, µM (titrated, usually from 57.5 µM), inactives show at the top dose activity change, negative = inhibition, most hits filed as inhibitors; AID 504937, 2011; actives 0.006% (n = 340,000); also: potency is read from the fitted curve at half-maximal effect
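Fluorescence read-out (Ex 386 nm, Em 447 nm) after stopping the reaction at pH 10. Enzyme: ASM from human placenta; substrate HMU-PC0, 9 uM final; 60 min, 37 °C. Compound preincubation 10 min, ambient temperature.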
Eya2 phos inh: qHTS Assay for Inhibitors of the Phosphatase Activity of Eya2; Protein phosphatase EYA2 (Homo sapiens), O00167; recombinant Eya2, OMFP fluorescence dephosphorylation (OMFP is methylfluorescein phosphate); Potency, µM (top dose mostly 76.9 µM), for the others: at the top dose activity, negative = inhibition, hits mostly inhibitors; actives 0.006% (n = 330,000); AID 488837, 2010; also: potency is read from the fitted curve at half-maximal effect; % is scaled to controls: 0 for no effect and ±100 for the full control effect
Target sequence (O00167 whole entry, looked up): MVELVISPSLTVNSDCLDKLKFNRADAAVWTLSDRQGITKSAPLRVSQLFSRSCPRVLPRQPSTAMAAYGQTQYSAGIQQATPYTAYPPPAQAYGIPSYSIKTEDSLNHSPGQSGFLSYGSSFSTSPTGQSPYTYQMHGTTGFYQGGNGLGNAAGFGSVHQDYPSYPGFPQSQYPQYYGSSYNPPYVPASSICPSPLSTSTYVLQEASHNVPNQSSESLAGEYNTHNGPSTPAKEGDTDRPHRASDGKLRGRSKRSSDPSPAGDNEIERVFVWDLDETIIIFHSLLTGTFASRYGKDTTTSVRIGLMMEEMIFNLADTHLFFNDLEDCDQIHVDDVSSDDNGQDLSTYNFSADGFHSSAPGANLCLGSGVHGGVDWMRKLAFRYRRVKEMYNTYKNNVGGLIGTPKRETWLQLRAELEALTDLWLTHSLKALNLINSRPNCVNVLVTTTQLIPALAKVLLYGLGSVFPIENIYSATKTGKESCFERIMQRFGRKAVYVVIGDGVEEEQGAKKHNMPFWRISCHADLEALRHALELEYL
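Eya2 (0.2 uM) preincubated 10 min at ambient with compound, then OMFP substrate added at 50 uM; 10 min reaction in 50 mM HEPES pH 7.5, 50 mM NaCl, 5 uM MgCl2, 0.05% BSA, 1 mM DTT. Fluorescence read at Ex 485/Em 525 nm.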
* hit, by the source's call; ? = inconclusive; . = no result given; & = joins results of further samples; [ ] = dose if it differs, or a comment. Unless noted, calls follow the shape of the dose curve; as a rule, active = well fitted curve in the direction sought with a large enough effect; inconclusive = small, poorly fitted or top-dose-only effect, or another doubt; inactive = no such curve, though single readings can be large; an effect the other way counts as inactive or inconclusive. Outcome played no part in choosing rows. Share with any hit: about 2.6%.

nr	Molecule	USP2a block	Integrin act MD	uPA generation	TRPV1 agonist	BRCA1 expr act	B2AR arrestin	ELG1 genotox	p53 reactivation	TSG101-PTAP inh	ASM inhibitor	Eya2 phos inh
1	C=CCOc1cccc(C2/C(=C(\O)c3ccc4c(c3)OCCO4)C(=O)C(=O)N2Cc2cccnc2)c1 (configuration not stated)	4%	-9%	-3%	0	6%	-0.2%	0%	4%	-2%	-2%	5%
2	CC(C(=O)NC1CCCc2ccccc21)N1CCN(Cc2ccc3c(c2)OCO3)CC1 (configuration not stated)	-2%	-7%	7%	1	-18%	0.0%	2%	5%	-10%	0%	3%
3	COc1ccc(CCCNC(=O)C2CCC(=O)N(CCc3cccc(F)c3)C2)cc1 (configuration not stated)	1%	-13%	3%	-3	-26%	0.4%	4%	16%	-6%	.	0%
4	COc1ccc(S(=O)(=O)NCc2ccncc2)cc1NC(=O)c1ccccc1F	3%	-11%	-1%	1	-4%	-0.5%	1%	-6%	-2%	3%	-8%
5	CC/C(=N\NC(=O)c1cc(C2CC2)[nH]n1)c1ccccc1	-1%	8%	2%	1	-2%	0.0%	?	?	-4%	2%	11%
6	CO/N=C(/CNC(=O)c1ccccc1Cl)c1ccc(Cl)cc1	0%	0%	1%	?	-11%	-0.1%	0%	-3%	-3%	0%	2%
7	COc1cccc(/C=C/C2=CC(C)(C)NC(=S)N2)c1	1%	32%	-4%	-2	52%	1.2%	-4%	7%	-8%	7%	-12%
8	Cn1cnc([N+](=O)[O-])c1S(=O)(=O)c1ccc(Cl)cc1	2%	-65%[inhibitor]	-16%	-1	-58%	0.0%	?	-30%	-4%	5%	0%
9	CCc1ccc(OCC(=O)Nc2nnc(C3CCCC3)s2)cc1	2%	25%	5%	11	7%	0.1%	1%	3%	0%	-2%	-7%
10	Cc1cc2n(n1)SC(Nc1cc(Cl)ccc1Cl)N2 (configuration not stated)	-1%	-2%	4%	-1	19%	-0.3%	1%	16%	-1%	-6%	-26%
11	CCOc1cccc(NC(=O)/C(C#N)=C\c2cccnc2)c1	1%	?	-1%	4	-35%	-0.2%	2%	-3%	0%	4%	2%
12	CCc1ccc(N2CSC3=C(C#N)C(c4cccs4)CC(=O)N3C2)cc1 (configuration not stated)	-1%	-55%[inhibitor]	-5%	-3	7%	0.3%	1%	?	-4%	-4%	3%
13	CC(=O)c1ccc(C(=O)NC2CCCN(Cc3ccccc3F)C2)cc1 (configuration not stated)	0%	?	6%	4	-17%	0.0%	0%	-10%	-5%	1%	21%
14	CC(C)[C@H]1COCCS(=O)(=O)N1Cc1ccccc1F	.	5%	-19%	.	-27%	.	.	.	-1%	-1%	.
15	Cc1nc2ccc(S(=O)(=O)NC(C(=O)NCc3ccco3)C(C)C)cc2s1 (configuration not stated)	0%	?	-1%	16	-4%	-0.3%	1%	0%	-4%	4%	14%
16	COc1ccc(C(=O)C2CCCN(Cc3cccn3-c3ccc(Cl)cn3)C2)c(OC)c1 (configuration not stated)	5%	-71%[inhibitor]	-10%	0	-62%	-0.1%	-15%	0%	-2%	-8%	6%
17	O=Cc1ccc(-c2ccccc2OC(F)(F)F)o1	5%	24%	3%	1	-12%	0.5%	0%	-1%	-1%	3%	-11%
18	CC(=O)c1cnc2nc(SCc3cccc(C)c3)nn2c1C	-3%	-25%	33%[activator]	4	?	-0.6%	7%	-10%	0%	-2%	-6%
19	COc1cc(OC)cc(-c2c(-c3cccs3)c3cc(-c4cc(OC)c(OC)c(OC)c4)ccc3n2C)c1	-3%	22%	5%	.	-15%	0.1%	2%	-3%	-3%	97%[activator]	10%
20	CCCCCCCCNC(=S)NCCN1CCCCC1	0%	-23%	?	0	-98%[inhibitor]	-1.0%	-3%	?	-12%	2%	-13%
21	OCCN1CCN(C(=S)Nc2ccc(Oc3ccccc3)cc2)CC1	0%	-33%	4%	?	2%	-0.2%	-3%	-6%	-3%	-1%	2%
22	Cc1ccc(C(=O)N/C(=C/c2ccco2)C(=O)Nc2cccc(C(=O)O)c2)cc1	?	18%	1%	-3	89%	-0.6%	11%	0%	5%	-2%	38%
23	Cc1cc(=O)n2nc(N3CCCC(C(=O)NCCc4ccccc4)C3)sc2n1 (configuration not stated)	1%	10%	2%	4	-28%	-0.5%	3%	-2%	-1%	-1%	8%
24	Cc1ccccc1-c1cccc([C@@H]2C[C@H]3[C@H](CON3C)CN2C(=O)CCc2ccccc2)c1	.	-14%	?	.	-14%	.	.	.	-3%	-5%	.
25	COC(/C(=N/O)c1ccc(Cl)cc1)c1ccccc1 (configuration not stated)	-12%	-12%	-16%	7	-16%	0.2%	15%	?	2%	-3%	1%
26	CSCCC1NC(=O)N(CC(=O)Nc2ccc(Br)cc2Br)C1=O (configuration not stated)	1%	28%	12%	4	1%	-0.3%	-5%	-8%	-3%	-1%	-9%
27	Cn1c(=O)c2cc(S(=O)(=O)N3CCN(c4cccc(C(F)(F)F)c4)CC3)ccc2n(C)c1=O	5%	-20%	-2%	0	0%	-0.3%	13%	0%	-2%	-7%	9%
28	Cn1c(N)c(S(=O)(=O)N2CCN(c3cccc(Cl)c3)CC2)c(=O)n(C)c1=O	0%	-9%	3%	-2	-1%	-0.9%	1%	-2%	0%	-1%	5%
29	O=C(CSc1ccc(-c2ccc(-n3cccn3)cc2)nn1)Nc1ccccc1F	2%	0%	-1%	8	21%	0.0%	?	16%	0%	0%	-7%
30	O=C(c1ccccc1)n1ccc2ccccc21	-4%	-11%	-4%	1	-28%	-0.5%	5%	19%	-3%	-1%	-6%
31	O=C(/C=C/c1ccccc1)n1cnnc1SC/C=C/c1ccccc1	1%	-8%	5%	11	46%	-0.4%	7%	?	1%	-9%	-8%
32	COc1ccc(OCC(=O)Nc2ccc(S(=O)(=O)N3CCOCC3)cc2)cc1	0%	-15%	0%	5	-19%	-1.1%	-2%	4%	-1%	-2%	12%
33	Oc1ccccc1-c1cc(C(F)(F)F)nc(-c2ccccc2)n1	1%	-17%	0%	-5	-74%	-0.1%	1%	18%	0%	-7%	-2%
34	Cc1ccc(C(=O)N/C(=C\c2ccco2)C(=O)N2CC(C)OC(C)C2)cc1C (configuration not stated)	9%	7%	-9%	8	-6%	0.1%	-2%	0%	-2%	3%	-19%
35	CC(C)(CC(=O)O)CC(=O)Nc1ccccc1Oc1ccccc1	1%	?	-1%	-1	-9%	-0.6%	0%	-2%	-3%	-1%	4%
36	CCOC(=O)N1CCN(C(=O)COCc2cc(-c3ccc4c(c3)OCO4)on2)CC1	-1%	-7%	-5%	4	0%	4.7%	4%	-5%	-5%	2%	3%
37	O=C(CSc1n[nH]c(=O)n1C1CC1)NCc1ccccc1Cl	-2%	1%	10%	4	-28%	-0.2%	3%	0%	-3%	5%	3%
38	CN(C)CCC=C1c2ccccc2C=Cc2ccccc21	2%	.	-28%	9	0%	0.1%	4%	-11%	0%	7%	-6%&-9%
39	CCCN1CCC(N2CCCC(C(=O)O)C2)CC1 (configuration not stated)	9%	16%	0%	4	-1%	-0.2%	25%	-3%	0%	0%	?
40	S=C(c1cn(Cc2ccccc2)c2ccccc12)N1CCOCC1	3%	15%	0%	14	-4%	0.7%	-1%	0%	1%	-6%	-3%
41	O=C(NCc1ccc2c(c1)OCO2)c1c(O)c2cccc3c2n(c1=O)CCC3	5%	3%	3%	0	2%	0.2%	0%	3%	-3%	1%	12%[15.4 µM]
42	O=C(CN(c1ccccc1)S(=O)(=O)c1ccccc1)N1CCOCC1	2%	-18%	-1%	0	-26%	0.0%	-1%	14%	-3%	5%	5%

Source: PubChem BioAssay
